From PubChem BioAssay
N370S GC: N370S glucocerebrosidase modulation, Gaucher chaperone candidate; P04062; N370S GC spleen homogenate, 4MU-glucoside fluorescence; Potency, µM (titrated, usually from 59.4 µM), for inactives: top-dose activity change, negative = inhibition, most hits filed as inhibitors; 0.092% of 330,000 active; AID 2101;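 note: 0% = full enzyme activity and -100% = no enzyme basal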
GCN5L2 inh: inhibitors of human GCN5L2 histone acetyltransferase. GCN5L2 HAT assay, ThioGlo1 CoA-SH fluorescence. Potency, µM (top dose mostly 58.9 µM), inactives show at the top dose activity change, negative = inhibition, actives largely listed as inhibitors. 0.21% of 390,000 active. AID 504327
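GCN5L2 (20 nM) in 50mM HEPES pH 7.5, 0.1mM EDTA, 0.01% Tween-20 preincubated 15 min with compounds at room temperature. Reaction started with H3(1-25) 75uM, acetyl-CoA 70uM, ThioGlo1 50uM; CoA-thiol fluorescence (Ex340/Em540) read at 0 and 20 min.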
FEN1 inh: human FEN1 inhibition | P39748 | Recombinant FEN1 flap cleavage, fluorescence, 15 min | Potency, µM (highest dose often 114 µM), for the others: top-dose activity change, negative = inhibition, most hits filed as inhibitors | 0.35% of 390,000 active; note: nearly all actives have a fitted effect of over 65% in size
Target sequence (P39748 whole entry, looked up): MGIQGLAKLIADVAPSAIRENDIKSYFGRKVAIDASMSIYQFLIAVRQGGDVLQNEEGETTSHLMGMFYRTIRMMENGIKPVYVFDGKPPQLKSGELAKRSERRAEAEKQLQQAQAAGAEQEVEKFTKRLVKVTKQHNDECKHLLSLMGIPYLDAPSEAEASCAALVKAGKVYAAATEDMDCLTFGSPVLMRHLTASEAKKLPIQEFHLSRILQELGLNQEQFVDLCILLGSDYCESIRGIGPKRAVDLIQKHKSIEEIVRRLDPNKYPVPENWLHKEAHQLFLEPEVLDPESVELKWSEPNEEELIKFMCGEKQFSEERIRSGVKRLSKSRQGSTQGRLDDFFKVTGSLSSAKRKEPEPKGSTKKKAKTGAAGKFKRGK
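Nuclease activity of 10 nM FEN1 was measured after 15 min of room-temperature exposure to titrated compounds, by adding 50 nM flap substrate and reading plates at 0 and 15 min.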
* = called active by the depositor; ? = inconclusive; nt = not tested or not shown; & = joins results of further samples; [ ] = dose if it differs, or a comment. Calls come from the whole dose curve; as a rule, active = well fitted curve in the direction sought with a large enough effect; inconclusive = small, poorly fitted or top-dose-only effect, or another doubt; inactive = no such curve, though single readings can be large; an effect the other way counts as inactive or inconclusive. Unless noted, % is set by controls: 0 for no effect and ±100 for the full control effect; potency is the fitted concentration of half-maximal effect.

SMILES	N370S GC	GCN5L2 inh	FEN1 inh
O=S(=O)(c1ccc(Br)c2ccccc12)N1CCCC1	19%	-4%	-10%
COc1cccc(C(=O)Nc2ccc(NC(=O)C3CCCCC3C(=O)O)cc2)c1 (stereo not drawn)	-6%	-8%	2%
O=C(CSc1cnc2ccccc2n1)NC1CCCC1	-13%	-4%	-3%
COc1ccc(S(=O)(=O)N(C)C)cc1NC(=O)CCNC(=O)c1ccco1	1%	-1%	-6%
CCOc1ccc(CCNC(=O)c2cn(CC)c3ccc(S(=O)(=O)N4CCCCCC4)cc3c2=O)cc1OCC	nt	-16%	-19%
Cc1ccc(-c2nnc(CSc3nc(C(C)C)nc4sc(C)c(C)c34)o2)cc1	10%	-4%	-4%
CCOc1ccc(CCNC(=O)CCS(=O)(=O)c2ccc(Cl)cc2)cc1OCC	0%	-26%	5%
Cc1ccc(/C=N\NC(=O)Cn2nnc3ccccc32)o1	-7%	-1%[0.501 µM]	23%
O=C(COc1coc(CN2CCN(c3ccccc3)CC2)cc1=O)Nc1ccc(F)cc1	-3%	1%	5%
Cc1ccc(S(=O)(=O)CC(=O)N2CCCCCC2)cc1	3%	1%	5%
Cc1ccc(N2CCN(C(=O)c3ccc(Nc4nc5ccccc5n5nnnc45)cc3)CC2)c(C)c1	nt	0%	9%
Cc1nc2ccc(S(=O)(=O)N(CC(=O)Nc3ccc(F)cc3F)Cc3ccccc3)cc2s1	nt	-8%	3%
CCOc1ccc(Nc2nc3c(c(=O)[nH]2)CCC3)cc1	-1%	-3%	-4%
Nc1c(Cl)cc(C2=NCCn3nc4cc([N+](=O)[O-])ccc4c32)cc1Cl	?	-3%	4%
O=c1c(C=Nc2cccc(C(F)(F)F)c2)c[nH]n1-c1cccc(Cl)n1	-2%	14%	-19%
CCc1ccc(CNC(=O)c2cnc3sc(N4CCOCC4)nn3c2=O)cc1	nt	-11%	6%
COCCCn1c(SCC(=O)c2ccccc2)nc2ccccc2c1=O	?	-9%	0%
CN(C1(C)CCS(=O)(=O)C1)S(=O)(=O)c1cccc([N+](=O)[O-])c1 (stereo not drawn)	-5%	-1%	-4%
O=C(COC(=O)c1cccc([N+](=O)[O-])c1)c1ccc(OCc2ccccc2)cc1	2%	0%	-5%
COc1ccccc1-c1nc2c(c(SCc3ccc(F)cc3Cl)n1)Cc1c(CO)cnc(C)c1O2	nt	3%	-6%
CC(C)(C)NC(=O)/C=C/c1cccc(C(F)(F)F)c1	24%	1%	2%
CC(NC(=O)COC(=O)c1cc2ccccc2cc1O)c1ccccc1 (stereo not drawn)	?	-2%	-4%
CCn1cc(C(=O)OCC(=O)c2cc(C)n(-c3cccc(C(F)(F)F)c3)c2C)c(=O)c2ccc(C)nc21	15%	-16%	-14%
c1ccc(Cc2ccc(OCCN3CCOCC3)cc2)cc1	-21%	-14%	-9%
COc1ccccc1C1CC(c2c(-c3ccccc3)c3cc(Cl)ccc3[nH]c2=O)=NN1S(C)(=O)=O (stereo not drawn)	15%	-9%	-1%
Cc1ccc(-n2nc(C)c3c(C)cc(=O)n(CC(=O)Nc4ccc(C(C)C)cc4)c32)cc1	nt	0%	-1%
Cc1ccc(NC2CC(=O)N(Cc3ccccc3)C2=O)cc1 (stereo not drawn)	9%	-8%	-12%
CCOc1ccc(S(=O)(=O)N2CCCCC2)cc1NC(=O)CN1C(=O)NC(C)(c2ccccc2)C1=O (stereo not drawn)	-2%	-6%	0%
Cn1c(=O)c2cn(-c3ccc4c(c3)OCCO4)cc2n(C)c1=O	6%	-3%	3%
O=C(CSCc1ccc([N+](=O)[O-])cc1)Nc1ccc(S(=O)(=O)N2CCCCCC2)cc1	?	-19%	-19%
COc1cc(C2CC(=O)Nc3c2c(=O)[nH]c2ncnn32)ccc1O (stereo not drawn)	nt	4%	6%
COc1ccccc1C(=O)N/C(=C/c1ccc2c(c1)OCO2)C(=O)Nc1cccc(C(=O)O)c1	-13%	-9%	-12%
Cc1ccc(C)c(N2CCN(C(=O)c3ccc(Cn4c(=S)[nH]c5ccc(N6CCOCC6)cc5c4=O)cc3)CC2)c1	-10%	-1%	-4%
N#Cc1cc(-c2ccccc2)cnc1Sc1ccccc1	24%	-15%	1%
O=C(CN1C(=O)COc2ccccc21)NCCc1ccc(Cl)cc1	nt	-21%	21%
O=C(O)c1c2ccccc2cc2ccccc12	18%&10%	-11%&-12%	nt
COc1ccc(CCN=C(N)NS(=O)(=O)c2ccc(OC)cc2)cc1	2%	27%	-3%
COc1ccccc1NC(=O)c1ccc2[nH]c(C)cc(=O)c2c1	nt	-5%	-2%
O=C(COC(=O)c1ccc(S(=O)(=O)NCc2ccco2)cc1)NCc1ccc(F)cc1	nt	-7%	19%
O=C(N/N=C/c1c[nH]c2ccccc12)c1cc(-c2ccccc2)n[nH]1	-19%	-4%	-18%

Taken from above for reference:
SMILES	N370S GC	GCN5L2 inh	FEN1 inh
COc1ccccc1C(=O)N/C(=C/c1ccc2c(c1)OCO2)C(=O)Nc1cccc(C(=O)O)c1	-13%	-9%	-12%
Cc1ccc(C)c(N2CCN(C(=O)c3ccc(Cn4c(=S)[nH]c5ccc(N6CCOCC6)cc5c4=O)cc3)CC2)c1	-10%	-1%	-4%
N#Cc1cc(-c2ccccc2)cnc1Sc1ccccc1	24%	-15%	1%
O=C(CN1C(=O)COc2ccccc21)NCCc1ccc(Cl)cc1	nt	-21%	21%
O=C(O)c1c2ccccc2cc2ccccc12	18%&10%	-11%&-12%	nt

Next part.
SMILES	N370S GC	GCN5L2 inh	FEN1 inh
CC/C(C)=N\Nc1nc(-c2cc3cc(OC)ccc3oc2=O)cs1	-5%	-6%	-7%
CCCNS(=O)(=O)c1ccc(CCC(=O)NCc2cccnc2)cc1	1%	0%	-12%
CCCNC(=S)Nc1ccc(Oc2ccccc2)cc1	nt	-8%	3%
O=c1[nH]ncn1-c1ccccc1	7%	-14%	-4%
COc1cccc(CC2(CO)CCCN(Cc3ccc(C)s3)C2)c1 (stereo not drawn)	3%	-3%	-7%
Cc1ccc(NC(=O)N2CCCC2C(=O)NCCc2ccccc2)cc1 (stereo not drawn)	-7%	-6%	0%
O=C(CN1CCCCC1)N=Nc1c(O)[nH]c2ccccc12	-4%	-20%	16%
CCOC(=O)c1c(NC(=O)CSc2c[nH]c3ccccc23)sc2c1CCC2	?	-15%	?
O=C(/C=C\c1ccco1)Nc1nc(-c2ccccc2)cs1	3%	-16%	-4%
COC(=O)c1cc(-c2ccc(S(=O)(=O)N3CCCCC3)cc2)c(C(F)(F)F)s1	-5%	-13%	-15%
Cc1cc(C)cc(Nc2c(F)c(F)c(F)c(F)c2C(=O)O)c1	4%	0%	-16%
CCC(C)NC(=O)C1CCN(S(=O)(=O)N2CCCC2)CC1 (stereo not drawn)	0%	0%	-1%
O=C(CCN1CCN(c2ccccc2F)CC1)Nc1ccc2c(c1)OCO2	-5%	0%	-3%
CCOC(=O)Cc1cc(=O)[nH]c(/N=C(\N)Nc2ccc(OC)cc2)n1	1%	1%	-17%
O=C1CC(SCc2nc3ccccc3[nH]2)C(=O)N1c1cccc(Cl)c1 (stereo not drawn)	-1%	0%	0%
COc1ccc(NC(=O)CN(C)C(=O)c2cc(-c3ccccc3)nc3ccccc23)cc1	-11%	-6%	-18%
COc1ccc(-c2csc(NC(=O)c3ccoc3C)n2)cc1	2%	-23%	-26%
O=C(O)c1ccc(N/N=C/c2cn(Cc3ccc(F)cc3)c3ccccc23)cc1	1%	-12%	-14%
CCCCOCCCNS(=O)(=O)Cc1ccccc1	3%	3%	0%
c1ccc(Cc2noc(CN3CCN(C4CCc5ccccc5C4)CC3)n2)cc1 (stereo not drawn)	7%	-4%	-4%
CC(C)(Oc1ccc(Br)cc1Cl)C(=O)Nc1ccon1	-9%	-11%	3%
CC(NCc1ccc(-c2ccccc2)cc1)C(O)c1ccccc1 (stereo not drawn)	?	-2%	1%
COC(=O)c1ccc(CO/N=C/c2ccc(OC)cc2)o1	4%	-6%	-12%
COc1ccccc1NC(=O)CSc1nnc2ccc(-c3ccccn3)nn12	-6%	3%	-3%
COC(=O)COc1cccc(NC(=O)c2ccc(Cl)cc2)c1	2%	19%	-4%
CSc1ccccc1NC(=O)c1cc(-c2ccco2)on1	-1%	-2%	-9%
CCN(CC)C(=O)c1nc[nH]c1C(=O)N(CC)CC	nt	-4%	-5%
Oc1nc(Nc2ccc(Cl)cc2Cl)sc1/C=C1\C=Nc2ccccc21	8%	0%	?
CCn1cc(CN2CCN(Cc3cccc(OC)c3)C(CCO)C2)c(C)n1 (stereo not drawn)	-15%	-4%	1%
O=Cc1ccc(Oc2ncccn2)cc1	-18%	-6%	-1%
CCOC(=O)C1=C(C)NC(C)=C(C(=O)OCC)C1C	1%&-22%	0%&-2%	3%
COC(=O)C1C2CCC(C2)C1C(=O)OCC(=O)c1ccccc1 (stereo not drawn)	5%	-4%	-13%
CCN1C(=NCCCCO)N[C@@H](c2cccc(F)c2)C(C(=O)OC)=C1C	-2%&-3%	-19%&-2%	20%
COc1ccc(Cl)cc1NS(=O)(=O)c1ccc2[nH]c3c(c2c1)CCCC3	nt	-12%	-5%
CC(C)N(Cc1ccccc1)C(=O)C1CCCN(c2ncnc3onc(-c4ccc(F)cc4)c23)C1 (stereo not drawn)	nt	2%	3%
CC/C(=N\NC(=O)COc1ccc(Br)cc1)c1ccc(OC)c(OC)c1	9%	-12%	3%
O=C(/C=C/c1cccc([N+](=O)[O-])c1)NCCSCc1ccc(Cl)cc1Cl	3%	-7%	-21%
Cc1cccc(C(=O)n2cnnc2N)c1	17%	-6%	-9%
Cc1ccc(-c2noc(CSc3nnnn3-c3ccccc3)n2)cc1	15%	-6%	-1%
CC1=C(C(=O)OCc2ccccc2)C(c2cccc(F)c2)NC(=O)N1 (stereo not drawn)	-3%	-20%	7%

Among those listed so far, these have a CF3 group.
SMILES	N370S GC	GCN5L2 inh	FEN1 inh
O=c1c(C=Nc2cccc(C(F)(F)F)c2)c[nH]n1-c1cccc(Cl)n1	-2%	14%	-19%
CC(C)(C)NC(=O)/C=C/c1cccc(C(F)(F)F)c1	24%	1%	2%
CCn1cc(C(=O)OCC(=O)c2cc(C)n(-c3cccc(C(F)(F)F)c3)c2C)c(=O)c2ccc(C)nc21	15%	-16%	-14%
COC(=O)c1cc(-c2ccc(S(=O)(=O)N3CCCCC3)cc2)c(C(F)(F)F)s1	-5%	-13%	-15%

(further entries)
SMILES	N370S GC	GCN5L2 inh	FEN1 inh
CN(C)c1ccc(/C=N/NC(=O)CCc2c[nH]c3ccccc23)cc1	-6%	-5%	-17%
COc1ccc(C2CC(=O)Nc3c2c(C)nn3-c2nc(C)cc(C)n2)c(OC)c1OC (stereo not drawn)	nt	-4%	-4%
Nc1nonc1-n1nnc(C(=O)N/N=C/c2ccoc2)c1-c1ccccc1	-3%	-1%	-1%
Cc1ccc2c(c1C)OC(=O)CC2c1ccccc1 (stereo not drawn)	1%	?	4%
COc1ccc(-c2nnc(SCC(=O)O)n2Cc2ccccc2)cc1	-1%	-3%	-2%
CN(CC(=O)Nc1cccc(C(F)(F)F)c1)Cc1ccccc1	-3%	-7%	-13%
O=C(Cn1ncc2c(=O)oc3ccccc3c21)Nc1nc2ccccc2s1	23%	?	nt
CCCCN(CCCC)CCNC(=O)c1cn(CC)c2ccc(S(=O)(=O)N(C)C3CCCCC3)cc2c1=O	-26%	1%&-9%	0%&15%
Cc1cc(NC(=O)Cn2nc(-c3cccs3)ccc2=O)cc(C)c1Br	-1%	-6%	7%
COCCN1Cc2cccc(C(=O)Nc3ccc(S(=O)(=O)N4CCCCC4)cc3)c2C1=O	3%	-2%	3%
CC(C)(C)OC(=O)C[C@H]1C/C=C\C[C@H](CC(=O)N[C@H](CO)Cc2ccccc2)C(=O)N2CCC[C@@H]2COC1=O	nt	10%	-3%
Cc1cccc(C)c1NC(=O)CSc1nnc(NC(=O)C2CC2)s1	3%	-4%	-1%
Cc1cc(=O)[nH]c(N/N=C/c2ccc(-c3ccc([N+](=O)[O-])cc3)o2)n1	-7%	0%	2%
O=C(O)c1ccc(NC(=S)NC(=O)c2ccc3ccccc3c2)cc1	0%	?	-5%
CCC1=Nc2cc(C(=O)NCCCOC)ccc2Sc2ccc(Br)cc21	nt	-3%	-17%
COc1ccc(C2C(C#N)=C(N)OC3=C2C(=O)CCC3)cc1Cn1cc([N+](=O)[O-])cn1 (stereo not drawn)	3%	4%	0%
O=C(NCc1nnc(SCc2ccccc2)n1-c1ccccc1)C12CC3CC(CC(C3)C1)C2	14%	-13%	4%
FC(F)Oc1ccccc1/C=N/n1cnc2ccccc21	?	-2%	1%
O=C(Cc1c(F)cccc1Cl)Nc1ccccc1C(=O)N1CCOCC1	-4%	-3%	5%
Cc1nn(-c2ccc(C(=O)O)cc2)c(=O)c2ccccc12	0%	-4%	8%
